# Screens as filed in PubChem.
# D1 PAM: human D1 dopamine receptor positive modulation | HEK293 TREx D1 cells, calcium flux, dopamine EC20 potentiation | potentiation, % at 10 µM | AID 504651 | P21728 | 360,000 tested, 0.036% active; in the data active = potentiation above about 30%; also: 0% is about no effect
# RXFP1 antag: RXFP1 (human) relaxin receptor antagonism. 350,000 tested, 0.59% active. AID 1259400. HEK293-RXFP1, relaxin-stimulated cAMP HTRF, 30 min; hits give low values. activity change, negative = inhibition, % at 57.5 µM;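 active = activity change of -60% or lower, but not beyond a set lower limit; inconclusive = change between -60% and -40%, or beyond the set limit; inactive = change above -40%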; also: % is scaled to controls: 0 for no effect and ±100 for the full control effect
# D2 potentiator: D2 dopamine receptor (human) potentiation. P14416. HEK293 T-REx D2, calcium flux, EC20 dopamine potentiation. potentiation, % at 10 µM. 340,000 tested, 0.34% active. AID 485347;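 active = potentiation over 3 SD above the plate norm, cut at about 30% in these data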; also: 0% is about no effect
# Target sequence (P14416 whole entry, looked up): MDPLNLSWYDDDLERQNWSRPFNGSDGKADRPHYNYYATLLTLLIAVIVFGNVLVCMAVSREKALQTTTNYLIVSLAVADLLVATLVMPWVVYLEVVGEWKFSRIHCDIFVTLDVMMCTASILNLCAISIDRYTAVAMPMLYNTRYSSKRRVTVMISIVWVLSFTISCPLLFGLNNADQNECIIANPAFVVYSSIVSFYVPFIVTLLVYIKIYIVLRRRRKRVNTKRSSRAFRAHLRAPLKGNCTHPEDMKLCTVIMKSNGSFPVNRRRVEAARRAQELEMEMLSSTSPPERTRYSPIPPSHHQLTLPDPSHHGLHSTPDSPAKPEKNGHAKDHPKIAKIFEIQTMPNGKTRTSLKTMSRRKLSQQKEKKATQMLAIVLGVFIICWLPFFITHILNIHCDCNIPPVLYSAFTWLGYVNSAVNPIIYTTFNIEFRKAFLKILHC
#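 Cells plated with tetracycline inducer and held overnight at 30 C; calcium dye loaded 30–90 min at room temperature; baseline taken, compound added and read 180 s; EC20 dopamine then added and read 180 s.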
# RXFP1 ag: activates the human relaxin receptor RXFP1; 370,000 tested, 0.3% active; HEK293T-RXFP1 cAMP TR-FRET, 30 min; response scale: percent of porcine relaxin response, buffer zero; Q9HBX9; Potency, µM (series often up to 57.5 µM), for the others: top-dose activation, most hits filed as activators; also: potency is read from the fitted curve at half-maximal effect; % is scaled to controls: 0 for no effect and ±100 for the full control effect; nearly all actives have a fitted effect of over 60% in size; many of its hits are not listed in these tables
#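 HEK293 cells stably expressing RXFP1, treated 30 min at 37C with compounds plus PDE4 inhibitor Ro 20174; cAMP measured by HTRF TR-FRET. Normalized to buffer and 29 nM porcine relaxin; EC50 by Hill fit.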
# D1 antag: blocks dopamine activation of the human D1 receptor. P21728. HEK293 TREx D1 cells, calcium flux, dopamine EC80; hits give low values. activity change, negative = inhibition, % at 10 µM. 360,000 tested, 3.2% active; in the data active = activity change below about -30%; also: % is scaled to controls: 0 for no effect and ±100 for the full control effect
#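 Kinetic fluorescence of a calcium dye serves as the read-out. D1-expressing Hek293 Trex cells, induced overnight at 30 C, are exposed to compound for 180 s before an EC80 dopamine addition, then read 180 s further.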
# TRHR ag: TRH receptor (human) agonism. 360,000 tested, 0.18% active. TRHR cells, calcium flux fluo-8, FDSS agonist mode. P34981. activation, % at 2 µM. AID 493084; in the data active = activation above about 30%; also: 0% is about no effect
# Target sequence (P34981 whole entry, looked up): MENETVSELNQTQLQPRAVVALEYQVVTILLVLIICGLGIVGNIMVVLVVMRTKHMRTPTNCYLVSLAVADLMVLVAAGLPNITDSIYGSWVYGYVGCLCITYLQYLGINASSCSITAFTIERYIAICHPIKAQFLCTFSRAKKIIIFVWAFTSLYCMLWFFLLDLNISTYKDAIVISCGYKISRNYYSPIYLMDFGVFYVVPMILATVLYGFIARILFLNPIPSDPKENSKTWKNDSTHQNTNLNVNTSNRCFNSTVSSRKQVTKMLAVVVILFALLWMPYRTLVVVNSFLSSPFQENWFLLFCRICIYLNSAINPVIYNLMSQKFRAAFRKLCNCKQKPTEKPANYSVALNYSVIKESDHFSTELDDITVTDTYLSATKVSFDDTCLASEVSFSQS
#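 Agonist-mode FDSS calcium read (Ex 480/Em 530, 1 s cycles) in 1536-well TRHR cells with fluo-8 dye, after 10-cycle baseline and 23 nL compound addition; TRH at EC20 (10 nM final) added afterwards for the enhancer phase.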
# D1 ag: agonists of human D1 dopamine receptor. HEK293 T-REx D1 cells, calcium flux, agonist mode. 360,000 tested, 1% active. activation, % at 2 µM. P21728; in the data active = activation above about 30%; also: 0% is about no effect
#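 Agonism was scored from calcium flux recorded over 180 s (1 read/s) after pintool compound addition, following a 10-cycle baseline. Cells were inducible force-coupled HEK293 TREx D1, plated overnight at 30 C and loaded with no-wash calcium dye.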
# Anesthetic bind: candidate novel general anesthetic via apoferritin binding. P02791. apoferritin/1-aminoanthracene competitive binding, fluorescence. Potency, µM (titrated, usually from 77.5 µM), for the others: top-dose activity change, negative = displacement, hits mostly inhibitors. 350,000 tested, 0.074% active. AID 485281; also: potency is read from the fitted curve at half-maximal effect; % is scaled to controls: 0 for no effect and ±100 for the full control effect; nearly all actives have a fitted effect of over 20% in size
# Target sequence (P02791 2-175 limits assumed): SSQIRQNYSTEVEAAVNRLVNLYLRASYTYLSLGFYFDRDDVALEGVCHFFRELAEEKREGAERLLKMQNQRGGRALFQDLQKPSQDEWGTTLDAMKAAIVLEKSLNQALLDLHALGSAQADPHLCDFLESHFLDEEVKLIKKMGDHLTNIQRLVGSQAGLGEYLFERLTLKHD
#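 Apoferritin-based anesthetic binding model; compound displacement of fluorescent 1-AMA measured as endpoint fluorescence after 10 minutes at room temperature, scaled to free-ligand and complex controls.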
# TRHR enhancer: allosteric enhancers of human TRH receptor; enhancement, % at 2 µM; 360,000 tested, 0.66% active; TRHR cells, fluo-8 calcium fluorescence, EC20 TRH enhancement; AID 493056; P34981; in the data active = enhancement above about 30%; also: 0% is about no effect
#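 Enhancer read-out: after compound pinning and an initial kinetic agonist-mode read, an EC20 of TRH (10 nM final) was injected and fluo-8 calcium signal (Ex 480/Em 530) followed at 1 s/cycle for 100 cycles in TRHR-expressing cells.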
# Starred values were filed as active, the others as inactive; ? = inconclusive; . = no result given; [ ] = dose if it differs, or a comment. Unless noted, calls follow the shape of the dose curve; as a rule, active = well fitted curve in the direction sought with a large enough effect; inconclusive = small, poorly fitted or top-dose-only effect, or another doubt; inactive = no such curve, though single readings can be large; an effect the other way counts as inactive or inconclusive. An excerpt. The share of hits here may be higher or lower than overall.
SMILES,D1 PAM,RXFP1 antag,D2 potentiator,RXFP1 ag,D1 antag,TRHR ag,D1 ag,Anesthetic bind,TRHR enhancer
Cc1ccccc1CNC(=O)C1CCN(c2nn3cc(-c4ccc(F)cc4)nc3s2)CC1,-0.1,-14.5,2.7,1.9%,0.6,0.5,-0.5,-2.1%,0.1
COc1ccc(CCNC(=O)C(CC(C)C)NC(N)=O)cc1 (stereo not drawn),-0.8,6.9,0.2,0.6%,-5.9,0.4,3.2,-1.4%,-0.5
COCCN(C(=O)CN1CCN(S(=O)(=O)c2ccc(F)cc2)CC1)c1c(N)n(Cc2ccccc2)c(=O)[nH]c1=O,-3.9,19.7,1.2,0.6%,-14.6,-0.3,1.7,-11.7%,1.9
COC(=O)c1c(NC(=O)C(=O)N2CCOCC2)sc2c1CCC2,-2.8,13.0,-5.4,3.7%,0.5,0.4,1.1,-7.2%,-1.8
COc1ccc(CN2C(=O)C(=O)N(CC(N)=O)C2=O)cc1,-4.3,-4.8,-6.6,-0.1%,-16.0,0.9,0.3,-2.8%,1.0
O=C(Cc1csc(N2CCOCC2)n1)N/N=C/c1ccccc1C(=O)O,0.3,-1.1,-0.2,0.4%,-0.1,-0.2,-0.5,1.5%,20.6
Cc1ccccc1OCCn1cnc2c(N)ncnc21,-5.8,0.3,22.7,1.0%,31.3,-0.5,-2.7,-15.8%,-1.6
O=C(NNS(=O)(=O)c1ccc(F)cc1)c1cc(Cl)ccc1O,-5.5,1.5,-3.2,1.8%,-14.1,0.6,12.4,-8.8%,-0.7
CCN(c1ccccc1)S(=O)(=O)c1ccc(OCC(=O)Nc2cc(C)on2)cc1,-0.6,-6.9,-9.4,-1.1%,-6.5,0.8,9.6,-20.6%,5.3
O=C(Nc1ccccc1C(F)(F)F)N1CCC(N2CCCCC2)CC1,1.3,-11.6,9.3,2.3%,-3.6,0.6,2.8,-9.4%,9.4
OCCC1CN(Cc2ccc(Oc3ncccn3)cc2)CCN1C1CCCCC1 (stereo not drawn),2.1,5.9,-7.1,-1.5%,7.4,0.5,0.6,2.6%,-6.3
CC1CCCN(C(=O)Cn2nnc(-c3ccccc3F)n2)C1 (stereo not drawn),-7.4,-0.9,-3.3,-1.2%,16.3,-0.7,3.8,?,-0.9
CC(NC(=O)c1ccccc1)C(=O)NC1CCCc2ccccc21 (stereo not drawn),0.5,0.8,7.8,0.1%,8.3,0.0,4.0,.,3.1
Cc1ccccc1-n1ccnc1SCC(=O)NCC1CCCO1 (stereo not drawn),-1.4,-7.1,0.8,0.6%,10.1,0.2,2.0,-14.3%,6.4
COC(=O)Nc1nn(-c2ccc(OC)cc2)c(=O)c(C#N)c1C,-2.6,4.3,-5.5,6.5%,8.1,0.4,1.8,-4.7%,3.0
COc1cccc(N(CC(=O)Nc2cccc(N(C)S(C)(=O)=O)c2)S(C)(=O)=O)c1,7.8,-9.7,-12.2,-1.3%,-12.1,0.2,-0.9,-2.1%,-8.9
CNc1ccc(/C=C/C(=O)c2cccc3ccccc23)cc1[N+](=O)[O-],-0.3,-19.9,3.9,-1.1%,0.5,0.2,4.7,3.6%,-3.4
COCCNC(=O)c1cc2nc(-c3ccc(F)cc3)cc(C(F)(F)F)n2n1,1.1,-5.8,5.0,2.0%,-1.0,0.4,1.0,-7.8%,3.0
COc1cccc(C(=O)NOCc2ccccc2)c1OC,-2.0,-5.9,4.3,0.3%,-6.5,0.2,2.4,.,2.0
COc1ccc(-n2cc(CNC(C)c3ccncn3)c(-c3cccc(F)c3)n2)cc1 (stereo not drawn),-2.2,?,7.7,0.0%,2.6,0.1,0.8,-12.7%,7.1
Cc1[nH]n(-c2ccccc2)c(=O)c1C(C[N+](=O)[O-])c1ccc(Cl)cc1 (stereo not drawn),-1.0,-18.4,1.3,4.1%,-9.3,0.1,0.1,-4.9%,0.1
CCN(Cc1ccccc1)C1CCN(Cc2ccc(SC)cc2)CC1,-1.3,-21.7,.,1.4%,-22.1,-0.8,6.7,-2.5%,-1.9
CN(C)CCCN(C(=O)c1ccc(Br)s1)c1nc2cc3c(cc2s1)OCCO3,-5.5,-19.9,-11.2,-1.8%,17.3,1.7,21.0,.,-4.0
CCOc1ccccc1N1CCN(C(=O)NC(C)c2ccc(F)c(F)c2)CC1 (stereo not drawn),-3.8,-5.6,18.5,-0.4%,1.5,-1.7,3.0,-10.6%,-1.1
Cc1ccc(S(=O)(=O)N2CCC(C(=O)N[C@H](C(=O)N3CCN(C)CC3)C(C)C)CC2)cc1,-7.7,1.7,0.2,1.1%,13.4,-0.3,0.5,-7.6%,2.5
SMILES,D1 PAM,RXFP1 antag,D2 potentiator,RXFP1 ag,D1 antag,TRHR ag,D1 ag,Anesthetic bind,TRHR enhancer
CCC(=O)Nc1ccc2oc(-c3ccccc3Br)nc2c1,-3.0,-16.9,-4.1,0.4%,17.6,0.0,-0.4,-11.6%,10.3
CCOC(=O)N1CCN(CC(O)COc2ccc(-c3ccccc3)cc2)CC1 (stereo not drawn),-3.7,-1.9,-8.8,0.7%,-31.4*,-0.2,7.9,5.0%,4.5
NS(=O)(=O)c1ccc(CCNC(=O)C2Cc3ccccc3CN2C(=O)c2ccco2)cc1 (stereo not drawn),-5.8,-10.9,1.3,0.1%,-4.8,-0.1,0.4,-8.1%,3.4
CCOC(=O)N1CCN(S(=O)(=O)c2c(C)nn(C)c2C)CC1,-3.5,-8.7,24.0,2.4%,12.5,0.3,2.4,-3.7%,3.8
O=C(CN1C(=O)CSc2ccc(S(=O)(=O)N3CCOCC3)cc21)NCCCN1CCc2ccccc2C1,-2.4,6.3,-19.8,-2.0%,8.5,-0.4,-1.2,-7.6%,6.7
Clc1ccc(CSc2ncccn2)cc1,3.4,-7.7,4.5,-0.7%,3.8,-1.0,1.9,-20.3%,3.9
O=C(O)Cn1cnc2c(=S)nc[nH]c21,-4.6,-3.3,-2.3,-1.2%,-20.4,0.4,1.5,10.4%,-1.5
CCN(Cc1ccccc1)C(=O)CN1C(=O)COc2ccc(S(=O)(=O)N3CCOCC3)cc21,-2.9,-23.0,-5.0,0.0%,0.8,-0.2,-0.1,-7.3%,8.3
CCOC(=O)c1cc(C)n(CC2CCC(C(=O)Nc3cccc(Cl)c3)CC2)c1C (stereo not drawn),0.0,2.4,0.2,-1.4%,-3.1,0.7,1.2,7.9%,1.4
CC(C)CN(C(=O)CSc1n[nH]c(-c2cccs2)n1)C1CCS(=O)(=O)C1 (stereo not drawn),2.0,1.7,-2.5,1.5%,-11.6,-0.2,-0.4,.,7.5
O=C(Nc1nc(-c2ccncc2)cs1)C1c2ccccc2Oc2ccccc21,-4.5,?,8.8,-0.7%,-4.6,0.6,4.6,0.3%,-1.0
O=C(O)c1cc(S(=O)(=O)Nc2ccc3oc(=O)sc3c2)ccc1O,-5.1,-8.1,-6.2,0.0%,-0.4,-0.3,0.6,-9.4%,-7.6
O=C(O)/C=C\C(=O)N1CCc2ccccc21,0.1,-4.3,.,1.7%,13.7,0.4,0.7,-14.6%,2.4
O=C(CNC(=O)C1CCCCC1)OCc1cc(=O)oc2ccc3ccccc3c12,-6.5,-5.9,1.4,2.8%,0.3,-0.5,-0.5,-3.2%,-6.0
CC(=O)C1=C(O)C(=O)N(CCNCCO)C1c1ccccc1 (stereo not drawn),-1.1,-15.3,-14.8,-0.8%,51.3,-0.1,0.9,-6.0%,-0.8
CC(C)N(CC#CC(O)(c1ccccc1)c1ccccc1)C(C)C,-7.3,10.3,-12.8,-2.9%,0.6,-0.6,5.0,-2.4%,-0.4
CCCCOC(=O)c1ccc(Nc2ccc([N+](=O)[O-])cn2)cc1,-5.3,2.6,-10.6,4.9%,-3.1,-0.8,3.3,-11.0%,-4.5
CCC(=O)N1CCc2cc(Br)cc(S(=O)(=O)CCC(=O)N3CCN(c4ccccc4F)CC3)c21,-0.5,-7.5,-13.4,-0.6%,-5.5,-0.6,2.6,-4.1%,-2.6
COc1cccc(N2C(=O)N(c3ccccc3)C3CS(=O)(=O)CC32)c1 (stereo not drawn),0.7,12.3,3.3,1.9%,19.4,-0.2,-0.1,-5.1%,-14.8
O=C(NCc1ccccn1)C(=O)NCC1OCCN1S(=O)(=O)c1ccc([N+](=O)[O-])cc1 (stereo not drawn),-1.1,15.1,5.5,-3.5%,5.2,0.1,3.6,-4.6%,1.3
O=c1cnnc(N/N=C/c2ccccn2)[nH]1,3.1,8.9,9.7,-1.2%,-8.1,0.7,0.9,5.2%,3.5
Cc1cccc(NC(=O)c2ccc3snnc3c2)c1,-0.8,.,2.0,3.0%,3.6,-0.9,-2.0,-7.5%,3.7
Cc1cccc(NS(=O)(=O)c2cccc(C(=O)NCCCN3CCOCC3)c2)c1,-4.0,5.9,1.3,-0.7%,6.3,0.0,2.1,.,5.8
O=C(O)CSc1nc(-c2ccccc2)cc(=O)[nH]1,-3.9,-23.3,0.0,2.8%,-11.2,-0.1,2.7,1.9%,-4.5
COCCn1c(=O)sc2ccccc2c1=O,-3.5,-0.3,-8.1,1.1%,-14.8,0.3,-0.4,-13.4%,21.0
CCCCNC(=O)C(=O)N/N=C/c1cccc(Br)c1,-3.5,2.9,-18.6,-0.2%,2.6,-0.7,4.9,3.5%,-2.8
COc1ccc(CNC(=O)CCc2cn(Cc3cc(C)ccc3C)c3ccccc23)cc1OC,-4.9,-2.4,2.7,0.4%,-11.6,0.3,3.1,43.5%[activator],0.0
CC(C)N(C(=O)Cn1cc(S(=O)(=O)CC(=O)NCc2ccc(F)cc2)c2ccccc21)C(C)C,-5.7,-8.8,6.5,5.5%,-16.5,0.1,8.5,?,-4.6

# An excerpt of these results, bar-delimited:
Structure | D1 PAM | RXFP1 antag | D2 potentiator | RXFP1 ag | D1 antag | TRHR ag | D1 ag | Anesthetic bind | TRHR enhancer
NS(=O)(=O)c1ccc(CCNC(=O)C2Cc3ccccc3CN2C(=O)c2ccco2)cc1 (stereo not drawn) | -5.8 | -10.9 | 1.3 | 0.1% | -4.8 | -0.1 | 0.4 | -8.1% | 3.4
CCOC(=O)N1CCN(CC(O)COc2ccc(-c3ccccc3)cc2)CC1 (stereo not drawn) | -3.7 | -1.9 | -8.8 | 0.7% | -31.4* | -0.2 | 7.9 | 5.0% | 4.5
COc1cccc(N2C(=O)N(c3ccccc3)C3CS(=O)(=O)CC32)c1 (stereo not drawn) | 0.7 | 12.3 | 3.3 | 1.9% | 19.4 | -0.2 | -0.1 | -5.1% | -14.8
Cc1cccc(NC(=O)c2ccc3snnc3c2)c1 | -0.8 | . | 2.0 | 3.0% | 3.6 | -0.9 | -2.0 | -7.5% | 3.7
Clc1ccc(CSc2ncccn2)cc1 | 3.4 | -7.7 | 4.5 | -0.7% | 3.8 | -1.0 | 1.9 | -20.3% | 3.9
